Bioassay records deposited in PubChem by National Center for Advancing Translational Sciences (NCATS).
A-T KAP1 phos: potential ataxia-telangiectasia treatments restoring KAP-1 phosphorylation; actives 0.19% (n = 320,000); […] A-T fibroblasts, KAP-1 phosphorylation AlphaLISA; neocarzinostatin DNA damage 30 min before lysis; Potency, µM (highest dose often 57.5 µM), without a hit: top-dose activation, usual class: activators; note: potency is the fitted concentration of half-maximal effect; % of control where 0% means no effect; nearly all actives have a fitted effect of over 45% in size
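hTERT-immortalized A-T patient fibroblasts ([…]), 500 cells/well in OPTI-MEM, 1% FBS, got compounds for 60 min, then NCS for 30 min at 37C. Lysates were then assayed for phospho-KAP-1 by AlphaLISA (anti-pKAP1 donor, anti-KAP1 acceptor beads), 6 hr at 25C.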
BRCA1 expr act: increases BRCA1 expression. MCF7-BRCA1-FFLuc reporter, luminescence, 48 h; response scale: scaled: vehicle 0%, 10 µM genistein 100%. Potency, µM (doses to about 46.1 µM), inactives show at the highest dose activation, usual class: activators. actives 1.1% (n = 380,000). AID 624202; note: potency is the fitted concentration of half-maximal effect; nearly all actives have a fitted effect of over 80% in size; some results filed as inactive show a strong effect at the top dose
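Activators of BRCA1 expression were detected as increased firefly luciferase luminescence in engineered MCF7 cells after 48 h compound incubation. Signals were scaled to genistein 10 microM as full activation.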
PTAP TSG101 blk: blocks PTAP/TSG101 interaction to inhibit HIV-1 budding; Fluorescence polarization, FITC-PTAP peptide / Tsg101 binding; Potency, µM (titrated, usually from 115 µM), inactives show top-dose activity change, negative = inhibition, actives largely listed as inhibitors; 340,000 tested, under 10 active; AID 493005; active = well fitted inhibition curve with a large enough effect in the main read-out, with a control signal flat, not every such curve was filed as active; inconclusive = small, poorly fitted or top-dose-only effect, or effect the other way, or a change in a side signal; inactive = no such curve, though single readings can be large or run the other way; note: potency is the fitted concentration of half-maximal effect; % of control where 0% means no effect
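Compounds were pin-transferred onto Tsg101 binding domain (10 uM final) in HEPES pH 7.5 buffer, then FITC-PTAP peptide was added at 50 nM final. After 20 min at RT, polarization reported peptide displacement across a qHTS concentration series.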
TCR activator: activators of T cell receptors; primary human leukocytes, anti-CD3, IL-2 HTRF, 48 h; Potency, µM (series often up to 9.22 µM), for inactives: at the top dose activation of IL-2 secretion, hits mostly activators; 330,000 tested, under 10 active; AID 504894; note: % of control where 0% means no effect
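Using a-CD3 beads without co-stimulation, primary human leukocytes were exposed to compounds for 48 hr. An HTRF IL-2 kit measured the cytokine, with europium-to-d2 energy transfer producing emission at 665nm upon 320nm excitation.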
B2AR arrestin: beta2AR (human) beta-arrestin recruitment activity | Potency, µM (titrated, usually from 46.1 µM), for inactives: at the top dose activation, usual class: activators | P07550 | actives 0.02% (n = 330,000) | AID 492947 | beta-arrestin recruitment to beta2AR, cell-based reporter;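 note: potency is the fitted concentration of half-maximal effect; 0% = DMSO controls and full agonism = EC100 isoproterenol or metaproterenol; nearly all actives have a fitted effect of over 65% in size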
a7 integrin act: activates integrin-mediated alleviation for muscular dystrophy. alpha7betagal myoblasts, beta-gal FDG fluorescence, 48 h. AID 624291. actives 0.064% (n = 350,000). Potency, µM (titrated, usually from 38.3 µM), for the others: at the top dose activation, most hits filed as activators;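 note: potency is the fitted concentration of half-maximal effect; 100% = response of the positive control SU9516; nearly all actives have a fitted effect of over 60% in size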
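Alpha7betagal+/- myoblasts (passage 13) were plated 16-24 hr, then exposed to compounds (1:260 dilution of DMSO stock) for 48 hours at 37C. After MPER lysis, β-galactosidase reporter activity was read as FDG fluorescence (ex 480/em 540) after 30 minutes.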
ELG1 DNA repair: inhibitors of ELG1-dependent DNA repair in HEK293T cells | HEK293T ELG1-luciferase reporter, luminescence, 16 h; DNA damage induced by 5-fluorouridine | Potency, µM (highest dose often 46.1 µM), for inactives: at the top dose activity change, negative = inhibition, most hits filed as inhibitors | actives 2.3% (n = 330,000) | AID 504467; note: potency is the fitted concentration of half-maximal effect; % is set by controls: 0 for no effect and ±100 for the full control effect; nearly all actives have a fitted effect of over 55% in size
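Quantitative HTS, concentration-response format. 2,000 cells/well co-treated with 5-fluorouridine and compound, 16 hr in 5% CO2 at 37 °C; ONE-Glo luminescence read after 30 min.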
p53 reactivation: restores transcriptional activity of mutant p53; H1299 p53-A138V BP100-luciferase reporter, luminescence, 24 h; Potency, µM (series often up to 92.2 µM), without a hit: top-dose activity change, positive = activation, actives largely listed as activators; actives 0.063% (n = 320,000); note: potency is the fitted concentration of half-maximal effect; % of control where 0% means no effect; nearly all actives have a fitted effect of over 45% in size
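H1299 (p53-null), stable ts p53-A138V + BP100-Luc; 1000 cells/well, Opti-MEM/10% FBS; cpd 4 pt, 1:5; 24 h, 37 deg C, 5% CO2; detection reagent 10 min RT; luminescence.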
TRPV1 agonist: human TRPV1 agonism. AID 540275. actives 0.19% (n = 320,000). TRPV1-expressing cells, Fluo-8 calcium influx, agonist mode. activation, % at 8.33 µM. Q8NER1; in the data active = activation above about 80%; inconclusive = between about 30% and that limit; note: 0% is about no effect
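Fluo-8 calcium influx in TRPV1-expressing cells, kinetic read (ex 480/em 520 nm). Compound added and read 3 min for agonist activity, followed by capsaicin at EC20 final and 2 min further read for enhancement.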
MLL CXXC-DNA inh: blocks binding of human MLL CXXC domain to DNA | Q03164 | MLL-CXXC / FITC-HOXA9 DNA fluorescence polarization | Potency, µM (top dose mostly 115 µM), for the others: at the top dose activity change, negative = inhibition, actives largely listed as inhibitors | actives 0.037% (n = 290,000); active = well fitted inhibition curve with a large enough effect in the polarisation, with a control signal flat, not every such curve was filed as active; inconclusive = small, poorly fitted or top-dose-only effect, or effect the other way, or a change in a side signal; inactive = no such curve, though single readings can be large or run the other way; the % refers to the polarisation; note: potency is the fitted concentration of half-maximal effect
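Steps: dispense CXXC domain solution (7 uM) → pin compounds or unlabeled HOX-A9 DNA control → 5 min ambient → add FLSN-HOX-A9 solution (50 nM) → spin → 30 min ambient → fluorescence polarization. Tris pH 7.5/NaCl/DTT/BSA buffer.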
Starred values were filed as active, the others as inactive; ? = inconclusive; · = not tested or not shown; [ ] = another dose, or the depositor's remark. Unless noted, calls come from the whole dose curve; as a rule, active = well fitted curve in the direction sought with a large enough effect; inconclusive = small, poorly fitted or top-dose-only effect, or another doubt; inactive = no such curve, though single readings can be large; an effect the other way counts as inactive or inconclusive.

Value order: a7 integrin act, p53 reactivation, TCR activator, TRPV1 agonist, MLL CXXC-DNA inh, PTAP TSG101 blk, BRCA1 expr act, A-T KAP1 phos, ELG1 DNA repair, B2AR arrestin
O=C(CN1C(=O)c2ccccc2C1=O)NC1CCCCC1
  -9.9%, 24.9%, -0.7%, 1.3, 4.0%, 3.3%, -0.1%, 4.8%, 17.8%, 0.1%
O=C(NCCC(=O)N1CCC2(CC1)NCCc1[nH]cnc12)c1ccc(F)c(F)c1
  0.0%, -1.9%, 0.8%, 0.8, -4.4%, -4.3%, -8.4%, 0.3%, 9.6%, -0.2%
COc1cccc(CC2(CO)CCCN(Cc3ccc(OC(F)F)cc3)C2)c1 (stereo unspecified)
  ?, ·, 2.2%, ·, ·, 1.4%, -15.0%, ·, ·, ·
CC[C@@]12C(=O)N(c3ccc(C)cc3)C(=O)N1[C@H](c1ccc(Br)cc1)[C@@H]1C(=O)N(C(C)(C)C)C(=O)[C@@H]12
  15.9%, ·, 0.9%, 0.7, 3.6%, ?, -29.2%, 9.8%, -7.8%, -2.3%
O=C(CN1CC(=O)Nc2ccccc21)NCCc1ccc(Cl)cc1Cl
  -14.0%, 1.4%, 2.7%, -3.9, 0.3%, 0.4%, -15.5%, 1.4%, -7.1%, -0.2%
COc1cc(C(=O)NCC(=O)N/N=C/c2ccc(OC(=O)c3ccco3)cc2)cc(OC)c1OC
  -10.9%, 1.9%, 1.7%, -0.6, 132.1%[activator], -2.2%, -11.0%, -3.0%, -5.3%, -0.2%
CC1=CC(=O)[C@H]2C(C)(C)CCC[C@]2(C)[C@@]1(O)CO
  20.3%, 1.3%, -6.7%, -6.3, 0.4%, 0.2%, 10.3%, 5.7%, -6.9%, -0.3%
Cc1ccc(S(=O)(=O)N2CCCCC2)cc1C(=O)NCCC1=CCCCC1
  -2.8%, 0.3%, -4.2%, ?, ·, -0.9%, -19.0%, 3.2%, 0.7%, 0.0%
Cc1coc2cc3oc(=O)c(CC(=O)N[C@@H](CC(C)C)C(=O)O)c(C)c3cc12
  8.9%, -1.3%, 1.2%, -3.2, 7.3%, -0.4%, 2.3%, 13.3%, 2.3%, -0.5%
COc1ccc(S(=O)(=O)NCC2CCCN(Cc3ccccc3Cl)C2)cc1 (stereo unspecified)
  ?, -3.2%, 3.0%, 4.8, 2.3%, -6.7%, 11.1%, -0.4%, 0.7%, 0.5%
COc1cccc2cc(C(=O)OC(C)C(=O)c3ccc(C)cc3)c(=O)oc12 (stereo unspecified)
  19.6%, -2.2%, 7.8%, 0.1, -9.6%, -0.7%, 10.1%, 7.2%, -5.6%, -0.6%
COc1ccc(CCC(=O)N2CCCC(Nc3ccccc3)C2)cc1OC (stereo unspecified)
  -5.7%, -7.4%, 4.0%, ?, 2.4%, 1.9%, -7.7%, 4.3%, -1.8%, -0.6%
Cc1ccc(CCN2C(=O)CCC2(C)C(=O)NC2CCCC2)cc1 (stereo unspecified)
  5.5%, -5.3%, 2.2%, 2.9, 0.7%, 0.2%, 15.1%, -11.2%, 17.4%, 0.1%
O=C(NCc1cccc(Cl)c1)C1CCC(=O)N(C2CC2)C1 (stereo unspecified)
  23.1%, 3.5%, -0.7%, -2.6, 12.2%, -2.3%, 6.0%, 1.0%, ?, -0.3%
CCN(CC)CC(C)OC(=O)c1cc(OC)c(OC)c(OC)c1 (stereo unspecified)
  7.0%, -0.1%, -3.4%, 0.2, 30.5%[activator], -4.3%, -44.1%, -2.8%, -0.5%, -0.7%
Cc1ccc(S(=O)(=O)NCC(=O)OCc2ccccc2Br)cc1
  2.1%, -2.2%, 2.7%, 16.5, 23.1%, 2.0%, 10.4%, -2.8%, -12.6%, -0.9%
CCOc1cc(C(=O)Nc2ccccc2N2CCN(S(C)(=O)=O)CC2)cc(OCC)c1OCC
  -2.0%, -6.5%, 0.8%, 4.9, -1.0%, -2.0%, -37.6%, 2.7%, ?, 0.2%
COc1cccc(CN(C)C(=O)C2CCN(S(=O)(=O)c3ccc(C)cc3)CC2)c1OC
  33.3%, 5.0%, 10.8%, -0.3, ·, -0.5%, -8.0%, 8.4%, -2.5%, 0.2%
CCc1ccc(C(C(=O)NCCOC)N(C(=O)Cn2nnc3ccccc32)c2cccnc2)cc1 (stereo unspecified)
  4.6%, 1.1%, 4.5%[46.1 µM], -1.1, -14.4%, -6.0%, -5.9%, ·, 11.9%, -0.4%
COC(=O)c1ccc(OCC(=O)NC2CCCCCCC2)cc1
  -6.6%, 4.5%, 6.9%, ·, ·, -8.1%, -24.4%, 1.3%, -5.4%, 0.0%
NS(=O)(=O)c1ccc(NC(=O)COC(=O)COc2ccc(Cl)cc2)cc1
  19.9%, 0.3%, 1.3%, -4.7, 0.5%, -0.7%, -4.9%, -4.9%, -1.2%, -0.9%
O=C(CCS(=O)(=O)c1ccccc1)Nc1ccc(S(=O)(=O)Nc2nccs2)cc1
  8.0%, -0.2%, 0.3%, ·, ·, 0.2%, -3.3%, 4.4%, 6.6%, -0.4%
O=C(COC(=O)c1ccccn1)Nc1ncc(C(F)(F)F)cc1Cl
  3.9%, 9.9%, -0.7%, 7.0, 2.7%, 1.0%, -5.6%, -1.6%, 4.4%, -0.2%
O=C1OC(NCc2cccnc2)(c2ccc(Cl)cc2)c2ccccc21 (stereo unspecified)
  -15.5%, 1.5%, -6.8%, 8.5, -5.9%, 1.7%, -1.6%, 6.6%, 7.1%, -0.1%
C=CCc1cc(Cl)ccc1OCCN1CC(C)OC(C)C1 (stereo unspecified)
  -4.2%, 14.0%, -5.5%, -1.9, -3.4%, -0.4%, -7.0%, 16.1%, -9.3%, 0.3%
COc1cccc(NC(=O)CN(c2cccc(F)c2)S(C)(=O)=O)c1
  3.5%, -3.2%, -0.1%, 4.8, -0.7%, -3.7%, 4.5%, 2.3%, 9.3%, -0.1%
COc1ccc(-c2noc(N3CCC(C(=O)NCc4ccccc4Cl)CC3)n2)cc1
  0.2%, 25.3%, -1.0%, ?, ·, -1.3%, -16.2%, -2.8%, ?, -1.0%
Cc1cccc(OCC(=O)Nc2ccc(N3CCN(S(C)(=O)=O)CC3)cc2)c1C
  0.5%, -4.3%, -5.9%, 1.0, -1.8%, 2.2%, -5.5%, 0.6%, 6.1%, 0.0%
COc1ccccc1N1CC(C)(C)C(=O)N(C(=O)c2c(F)cccc2Cl)C1=S
  15.7%, 0.4%, -0.6%, 8.2, -2.6%, -1.3%, -41.5%, 5.1%, 5.5%, -0.5%
COc1ccc(-c2cc3nc(C)cc(C)n3n2)cc1
  -1.4%, ?, -2.0%, 0.3, 5.3%, -1.4%, 44.6%, 2.9%, ?, -0.5%
Cc1ccc(/C=N/NC(=O)CNC(=O)c2ccc(S(=O)(=O)N(C)C)cc2)o1
  6.9%, 0.3%, -7.9%, -0.5, -4.3%, -1.9%, 0.9%, -3.2%, -2.9%, 0.2%
N#CC1(c2ccccc2)CCC(=NNS(=O)(=O)c2ccccc2)CC1 (stereo unspecified)
  21.4%, -21.5%, 3.8%, 2.8, ·, 1.2%, 1.4%, 16.2%, 20.7%, 0.1%
COc1ccc(C2=NOC(C(=O)N(C)Cc3ccccc3)C2)cc1 (stereo unspecified)
  -2.3%, 3.3%, -8.6%, 2.1, -6.0%, 0.5%, 34.8%, 5.3%, 5.3%, 0.1%
CCOC(=O)c1ccc(NC(=S)N(CCCN(CC)CC)Cc2ccco2)cc1
  ?, 6.9%, -4.1%, -0.9, 12.5%, -7.3%, -14.8%, -0.8%, -4.2%, -0.4%
CC1=NN(c2ccccc2)C(=O)/C1=C\c1cc(C)n(-c2ccccc2)c1C
  -3.9%, ?, 1.5%[46.1 µM], -0.2, 3.8%, -0.3%, -11.4%, -2.1%, ?, 0.2%
CC1CCN(C(=O)Cn2nnc(-c3ccc(C(C)C)cc3)n2)CC1
  -35.8%, ·, -2.7%, ?, -22.3%, -1.3%, 5.7%, -1.1%, -2.8%, -1.1%
COC(=O)c1ccc(COc2ccccc2/C=N/O)o1
  4.6%, -2.4%, -3.8%, -1.3, -9.0%, -0.9%, 2.3%, -17.7%, ?, -0.9%
NNC(=O)c1ncoc1-c1ccc(Cl)cc1
  -21.2%, -3.1%, 2.3%, 1.9, -1.4%, -2.7%, -22.4%, -5.6%, -0.6%, -0.3%
C=CCn1c(N2CCCC2)nc2c1c(=O)n(C)c(=O)n2C
  29.7%, -11.7%, ·, -1.5, -5.8%, -0.4%, -13.5%, 33.7%, -9.7%, -0.5%
CN(CC(=O)Nc1ccc(F)cc1)C(=O)COC(=O)/C=C/c1ccccc1[N+](=O)[O-]
  19.5%, 6.4%, 5.1%, 9.7, ·, -5.0%, -4.1%, 2.9%, 15.3%, -0.1%
